Source: PubChem BioAssay (several laboratories)
BAP1 inh: inhibitors of BAP1 deubiquitinase, primary screen, biochemical, Ub-AMC fluorescence, kinetic; Ubiquitin carboxyl-terminal hydrolase BAP1 (Homo sapiens), Q92560; recombinant BAP1, Ub-AMC hydrolysis fluorescence kinetic; active compounds read low; activity remaining (% of control), % at 20 µM; 72,000 tested, 0.48% active; AID 436, 2006;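 active = activity remaining at or below 50% of control, provided the compound also passes the data quality filters; inactive = the rest, including low values that fail the filters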;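 also: 100% = DMSO wells rate and 0% = substrate alone blank rate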
Target sequence (Q92560 whole entry, looked up): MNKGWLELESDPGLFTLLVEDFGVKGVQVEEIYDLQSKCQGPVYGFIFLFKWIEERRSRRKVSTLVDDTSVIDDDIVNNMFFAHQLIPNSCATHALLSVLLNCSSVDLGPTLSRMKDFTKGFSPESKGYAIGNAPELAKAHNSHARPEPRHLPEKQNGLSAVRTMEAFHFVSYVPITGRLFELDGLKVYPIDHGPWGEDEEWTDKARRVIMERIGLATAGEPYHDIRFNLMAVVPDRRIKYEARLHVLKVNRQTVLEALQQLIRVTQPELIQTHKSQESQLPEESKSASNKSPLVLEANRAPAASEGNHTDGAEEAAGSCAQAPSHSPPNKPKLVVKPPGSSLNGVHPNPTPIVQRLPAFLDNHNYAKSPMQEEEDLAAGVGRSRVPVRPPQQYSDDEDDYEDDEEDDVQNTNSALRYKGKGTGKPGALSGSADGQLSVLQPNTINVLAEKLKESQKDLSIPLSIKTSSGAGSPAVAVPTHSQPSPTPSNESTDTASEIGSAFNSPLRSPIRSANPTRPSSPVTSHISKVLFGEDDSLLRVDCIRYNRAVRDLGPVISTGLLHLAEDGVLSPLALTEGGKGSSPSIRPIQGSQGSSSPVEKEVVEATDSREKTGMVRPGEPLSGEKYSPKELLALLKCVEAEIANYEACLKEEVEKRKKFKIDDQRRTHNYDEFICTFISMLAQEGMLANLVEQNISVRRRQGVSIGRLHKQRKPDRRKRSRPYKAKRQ
HePTP inh: inhibitors of human HePTP phosphatase, primary screen, biochemical, absorbance, leukemia target. Tyrosine-protein phosphatase non-receptor type 7 (Homo sapiens), P35236. recombinant HePTP phosphatase activity, OD absorbance. AID 521, 2006. inhibition, % at 20 µM. 110,000 tested, 0.64% active; in the data active = inhibition above about 50%;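 also: plate controls were vehicle for no effect and reference inhibitor for full effect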
Target sequence (P35236 whole entry, looked up): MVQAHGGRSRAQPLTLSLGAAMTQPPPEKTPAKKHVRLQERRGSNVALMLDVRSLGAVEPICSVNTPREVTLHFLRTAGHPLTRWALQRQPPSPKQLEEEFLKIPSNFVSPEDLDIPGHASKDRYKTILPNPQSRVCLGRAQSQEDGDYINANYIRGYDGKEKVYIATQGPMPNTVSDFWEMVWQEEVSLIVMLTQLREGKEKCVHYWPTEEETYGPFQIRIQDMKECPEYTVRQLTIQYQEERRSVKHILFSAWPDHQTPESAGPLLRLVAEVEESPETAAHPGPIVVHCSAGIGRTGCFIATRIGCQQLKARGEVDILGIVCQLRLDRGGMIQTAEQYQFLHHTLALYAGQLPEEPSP
* hit, by the source's call; x = no result given; & = joins results of further samples.

Structure	BAP1 inh	HePTP inh
O=C(NC1CC1)C1CCN(c2ccc(S(=O)(=O)N3CCOCC3)cc2)CC1	88.0	-5.6
CCCCC(CC)CNC(=O)CCS(=O)(=O)c1cccc2nonc12 (stereo not drawn)	x	5.6
Cc1ccc(N(CN2C(=O)NC(C)(C)C2=O)CN2C(=O)NC(C)(C)C2=O)cc1	164.6	10.1
CN(c1ccc(C(=O)Nc2nccs2)cc1)S(=O)(=O)c1ccccc1	180.0	-4.6
CSc1ccn(CCC(=O)O)c(=O)n1	83.5	-4.3
CCC(CC)COC(=O)C(C#N)c1nc2ccccc2nc1N1CCN(CC)CC1 (stereo not drawn)	76.9	13.6
Cc1nn(-c2ccccc2)c2sc(C(=O)O)cc12	93.4	6.2
CN1CCN(C(=O)CN(Cc2ccc(Cl)cc2)S(C)(=O)=O)CC1	63.3	8.9
CC(O)/C=C/c1ccc2ccccc2n1 (stereo not drawn)	90.3	3.7
NC1=NC(=O)/C(=C\c2ccccc2Cl)S1	x	-9.8
CCOC(=O)N1CCN(C(=O)COc2cc(=O)n(C)c3ccccc23)CC1	105.1	1.9
COCCCNC(=O)CN(c1ccc(Cl)cc1)S(=O)(=O)c1ccccc1	x	-14.2

The list goes on:
Structure	BAP1 inh	HePTP inh
CCC(C)c1ccc(OCCOc2c(Cl)cc(/C=N/n3cnnc3)cc2OC)cc1 (stereo not drawn)	x	5.7
COc1ccc2[nH]c(=O)c(CN(C(=O)c3ccncc3)C(C)C)cc2c1	x	5.6
CC(=O)Nc1nonc1-c1nc2ccccc2n1N(C(C)=O)C(C)=O	94.1	13.2
Cc1ccc(OCC(O)CN2CCN(c3ccccc3)CC2)cc1 (stereo not drawn)	x	-3.4
CCOc1ccc(CN(C(=O)c2ccco2)C2CCS(=O)(=O)C2)cc1 (stereo not drawn)	86.3	1.6
COc1cc(C(=O)Nc2cc(Cl)ccc2C)c([N+](=O)[O-])cc1OC	x	-0.1
O=C1C=C(N2CCN(C(c3ccccc3)c3ccccc3)CC2)C2(CCCCC2)O1	x	5.4
Cn1c(CSCc2ccccc2Cl)nnc1SCC(=O)Nc1nccs1	57.4	6.0
NC(=O)c1c(NC(=O)Cc2cccs2)sc2c1CCC2	91.4	2.3
Cc1cccc(NC(=O)CC2Nc3ccccc3NC2=O)c1 (stereo not drawn)	x	-8.4
CC1(C)CC(N(Cc2ccco2)C(=O)Cc2ccccc2)CCO1 (stereo not drawn)	117.7	7.9
CCn1cc(CNC(=O)CCc2ccc(OC)cc2)cn1	101.4	7.6

More structures follow.
Structure	BAP1 inh	HePTP inh
Cc1ccc(C)c2[nH]c(=O)c(CCNC(=O)C(C)C)cc12	91.7	6.2
CCCCc1c(C)c2ccc(OC)c(/C(C)=N\O)c2oc1=O	50.4	-6.8
Cc1ccc(Cl)cc1NS(=O)(=O)c1c(C)[nH]c(=O)[nH]c1=O	102.0	12.0
COc1ccc(NC(=O)CCn2nc(C)cc2C)cc1	100.6	9.7
Cc1ccc(-n2ncc(C(=O)O)c2C2CCN(C(=O)OC(C)(C)C)CC2)cc1	101.2	-5.8
COc1ccccc1OCCCn1c(C)c(C#N)c2ccccc21	80.8	0.7
COc1cc(-c2noc(-c3ccc(C)cc3)n2)cc(OC)c1OC	x	7.1
CCN1CCN(CCCNC(=O)c2cn(CCOC)c(=O)c3c2c2ccccc2n3C)CC1	x	-7.8
CCN(CC)CCN1C(=O)C(O)=C(C(=O)c2cccs2)C1c1ccc(C)o1 (stereo not drawn)	84.1	-0.6
NC1CCN(O)C1=O (stereo not drawn)	86.6	x
CC(C)OC(=O)Cn1c(=O)sc2ccccc21	x	0.0
CC(=O)C1=C(C)NC(SCC(=O)c2ccc(Cl)cc2)=C(C#N)C1c1ccco1 (stereo not drawn)	101.7	7.2

(further entries)
Structure	BAP1 inh	HePTP inh
CCOC(=O)c1cnc(SCC(=O)N2CCN(c3ccccc3)CC2)nc1N	180.2	3.0
C=CCc1cccc(/C=N\N2CCN(c3ccccc3)CC2)c1O	x	6.5
COc1ccccc1CC(=O)NC1CC(C)(C)NC(C)(C)C1	96.4	6.2
Cc1cc2ccccc2n1CCNC(=O)c1ccccc1	101.5	-2.6
Cn1c(-c2ccco2)nc2c3ccccc3ccc21	x	-1.6
Cc1n(C)c2cccnc2[n+]1C	x	-17.3
Cc1nn(C(=O)CN2C(=O)c3ccccc3C2=O)c(C)c1Br	97.7	3.5&-17.1
CCc1ccccc1NC(=O)c1nnn(CC(=O)Nc2ccccc2C)c1N	82.5	-10.8
N#Cc1ccsc1NC(=O)COC(=O)CCCSc1nc2ccccc2s1	x	7.9
Cc1onc(-c2ccccc2Cl)c1C(=O)N1C(C)CCCC1C (stereo not drawn)	x	-1.3
O=C1NN(c2ccccc2)C(=O)/C1=C/c1c(Cl)cccc1Cl	x	4.7
COc1ccc(OC)c(NC(=O)CCC(=O)Nc2nnc(C(F)(F)F)s2)c1	103.2	6.0

Next section
Structure	BAP1 inh	HePTP inh
Cc1ccc(S(=O)(=O)NCC(=O)OCC(=O)c2cccs2)cc1	98.6	3.4
CC(NC(=O)COc1ccc(Br)cc1)C(=O)O (stereo not drawn)	85.2	11.1
CCC(=O)c1ccccc1NN1c2ccccc2C(=O)C1(C)OC (stereo not drawn)	x	-1.5
CCOc1cccc(C2Nc3ccccc3NC3=C2C(=O)CC(c2ccc(Cl)cc2)C3)c1 (stereo not drawn)	104.3	5.8
Cc1cc(Cl)ccc1NC(=O)C(=O)NCc1cccnc1	x	-5.6
CCOc1ccccc1N(CC(=O)N1CCCC1)S(=O)(=O)c1ccccc1	x	8.1
O=C1CC(NCCCc2ccccc2)C(=O)N1c1ccc(Cl)cc1 (stereo not drawn)	x	6.6
Clc1cnc(C(Cl)(Cl)Cl)c(Cl)c1Cl	74.1	x
Cc1csc(NC(=O)CNC(=O)OCc2ccccc2)n1	102.3	3.6
O=C(COc1ncnc2sccc12)Nc1ccc2c(c1)OCCO2	114.5	-0.3
CC1CN(c2nc3ccccn3c(=O)c2/C=C(\C#N)S(=O)(=O)c2ccccc2)CC(C)O1 (stereo not drawn)	146.4	5.2
COc1ccc(C(=O)N2c3cc4c(cc3C(C)=CC2(C)C)OCO4)cc1	77.1	2.5

Continued.
Structure	BAP1 inh	HePTP inh
COc1ccc(CNC(=O)c2cnc3n(c2=O)CCS3)cc1	96.5	16.0
CCCCNc1cc(=O)n(C)c(=O)n1C	98.4&139.9	2.9&5.3
COc1ccc(C(=O)/C=C/Nc2cccc(C)n2)cc1OC	81.8	1.5
CC(=O)Nc1ccccc1O	144.4	12.1
COc1ccc(CC(NC(C)=O)C(=O)NC2CCN(C(=O)Nc3ccc(C#N)cc3)CC2)cc1OC (stereo not drawn)	100.9	2.0
CC1=C(C(=O)OCc2ccccc2)C(c2cccc(Br)c2)C2=C(CC(C)(C)CC2=O)N1 (stereo not drawn)	x	-12.1
Cc1cc(/C=N/NC(=O)c2ccc(CN3CCOCC3)cc2)c(C)n1-c1ccccc1	x	4.5
Cc1ccccc1NC(=O)c1cc(S(=O)(=O)N2CCOCC2)cs1	107.7	x
CC(=O)c1cccc(NC(=O)N2CCc3ccccc3C2)c1	101.8	-4.6
CCCOc1ccc(N2C(=O)CC(N3CCN(c4cccc(C(F)(F)F)c4)CC3)C2=O)cc1 (stereo not drawn)	x	-0.5
Cc1c(OCC(=O)C(C)(C)C)ccc2c1oc(=O)c1ccccc12	x	-6.0
CCCCC(CC)C(=O)Nc1ccccc1C#N (stereo not drawn)	102.0	3.0

Next structures.
Structure	BAP1 inh	HePTP inh
COc1ccc(Cl)cc1C(=O)n1nc(C)cc1C	97.9	-2.6
COc1ccccc1CNC(=O)/C=C/c1ccc(Cl)cc1Cl	x	3.4
COc1ccc(-c2noc(CN(C)S(=O)(=O)c3ccc(C)cc3)n2)cc1	x	9.5
COc1ccccc1OCC(O)Cn1c(=N)n(CCN2CCCCC2)c2ccccc21 (stereo not drawn)	99.5	x
O=C(O)CCC(=O)Nc1ccc(N2CCCCC2)c(C(=O)O)c1	87.0	8.9
N#Cc1ccc(COC(=O)Cn2nnc(-c3ccccc3)n2)cc1	103.0	13.3
COc1ccc(N2C(=O)/C(=C\c3ccc(-c4ccccc4Cl)o3)SC2=S)cc1	x	-22.5
CCN1/C(=C/C(C)=O)Sc2ccc(OC)cc21	66.2	2.7
Cc1ccc(C)c(OCCOCCN2CCOCC2)c1	95.1	-5.2
CCOC(=O)C1=C(C)NC(=S)N(C(C)=O)C1c1ccccc1F (stereo not drawn)	51.4	x
COc1ccc(CCNC(=O)C(=O)NCc2ccncc2)cc1	x	6.6
CN1CCN(C(=O)c2cnn3c(C(F)F)cc(C4CC4)nc23)CC1	60.9	8.9

(cont.)
Structure	BAP1 inh	HePTP inh
CC(=O)Nc1ccc2oc(-c3ccc4nc(NC(C)=O)sc4c3)nc2c1	x	1.6
O=C(CSc1n[nH]c(-c2ccncc2)n1)NCCc1ccccc1	118.8	-5.0
C=CCNC(=O)c1ccccc1Cl	96.6	-6.0
COc1ccc(C2CC(C(F)(F)F)n3nc(C(=O)N4CCSCC4)cc3N2)cc1 (stereo not drawn)	x	-2.9
COc1ccccc1C(=O)Nc1cccc(C(C)=O)c1	x	5.6
CCc1c(C#N)c(N)[nH]c(=S)c1C#N	x	7.6
CC(C)C(=O)NCCc1nc2ccccc2n1C	98.2	4.4
Cc1ccccc1NC(=O)c1c(N)sc2c1CCCC2	x	2.8
Cn1c(-c2ccc(C=O)s2)nc2c3ccccc3c3ccccc3c21	x	6.0
Cc1nnc(Nc2ccccn2)c2ccccc12	110.9	7.1
Cc1cc(Nc2ccc(Br)cc2)n2ncnc2n1	59.5	x
O=C(CC(NS(=O)(=O)c1ccc(Cl)cc1)c1ccco1)NC1CCCC1 (stereo not drawn)	101.2	3.2

Structural class: the entries above with an NH in an aromatic ring (5)
Structure	BAP1 inh	HePTP inh
COc1ccc2[nH]c(=O)c(CN(C(=O)c3ccncc3)C(C)C)cc2c1	x	5.6
Cc1ccc(C)c2[nH]c(=O)c(CCNC(=O)C(C)C)cc12	91.7	6.2
Cc1ccc(Cl)cc1NS(=O)(=O)c1c(C)[nH]c(=O)[nH]c1=O	102.0	12.0
O=C(CSc1n[nH]c(-c2ccncc2)n1)NCCc1ccccc1	118.8	-5.0
CCc1c(C#N)c(N)[nH]c(=S)c1C#N	x	7.6

The results go on.
Structure	BAP1 inh	HePTP inh
COc1cccc(N2C(=O)c3cccc4cccc(c34)C2=O)c1	x	-1.5
O=C(NC1CCCCC1)n1c(=O)oc2cc(S(=O)(=O)N3CCCCC3)ccc21	88.9	7.0
COc1ccc(C2OCC3(CO2)SC2=NCN(C)CN2C3=O)cc1OC (stereo not drawn)	x	6.1
Cc1ccc(OCC(=O)Nc2ccc(C)c(Cl)c2)cc1C	81.6	x
CSc1ccc(/C=N/NC(=O)c2cc(C)[nH]n2)cc1	x	4.6
Cc1cccc(N2C(=O)C3C4C=CC(C4=C4C5CC6CC(C5)CC4C6)C3C2=O)c1 (stereo not drawn)	x	-23.1
COc1ccc(S(=O)(=O)N(CC(=O)Nc2ccc(Br)cc2)c2ccc(C)cc2)cc1OC	x	-1.7
N#Cc1cc2ccccc2nc1SCc1cccnc1	99.3	13.2
O=C(O)c1cc(NC(=O)C2CCCO2)cc(NC(=O)C2CCCO2)c1 (stereo not drawn)	131.5	-0.4
CCOC(=O)Cc1csc(NC(=O)c2c(-c3ccccc3)noc2C)n1	103.8	5.0
O=c1/c(=C\c2ccc(F)cc2)sc2nc(-c3ccc(Cl)cc3Cl)nn12	x	9.2
CS(=O)(=O)N1CCN(C(=O)Cc2ccccc2)CC1	99.8	3.8&4.3

Going on with the list.
Structure	BAP1 inh	HePTP inh
CCCSc1nnc(Cn2c(=O)sc3ccccc32)n1C	102.6	-9.2
O=S(=O)(NC1CC2CCC1C2)c1ccc2c(c1)OCCO2 (stereo not drawn)	77.4	8.0
O=C1N=C(N2CCCCC2)S/C1=C\c1ccccc1Cl	x	2.2
Cc1ccc(NC(=O)CCC(=O)OCCCC(F)(F)C(F)(F)F)cc1	99.9	4.1
CC1=C(C(=O)OCCCc2ccccc2)C(c2ccccc2Br)CC(=O)N1 (stereo not drawn)	x	-5.2
C=CCNC(=O)C(=O)Nc1ccc(C)cc1	x	3.7
Cc1ccc2c(c1)sc1ncc(NC(=O)c3ccccc3)c(=O)n12	x	15.3
O=C(Nc1ccc(I)cc1)c1cc(-c2cccs2)nc2ccccc12	x	10.9
O=C(CNS(=O)(=O)c1ccc(Br)s1)N1CCCC1	102.3	12.1
Cc1ccc2nsnc2c1N(S(C)(=O)=O)S(C)(=O)=O	95.5	0.4
CCC(C)NC(=O)c1cn(C)c(=O)c2cc(OC)c(OC)cc12 (stereo not drawn)	x	5.9
CC(C)(C)n1ncc2c(=O)n(CC(=O)Nc3ccc4c(c3)OCCO4)cnc21	85.2	-8.3

More records.
Structure	BAP1 inh	HePTP inh
O=C(c1ccc([N+](=O)[O-])cc1)N1CCN(Cc2ccccc2Br)CC1	x	0.1
O=C(Nc1cccc(C(F)(F)F)c1)C1CCCN(c2ncccn2)C1 (stereo not drawn)	69.5	-2.1
Cc1nc2ccccc2c2oc(C(=O)NCCCN3CCCC3=O)cc12	88.0	6.8
COc1ccc(C(=O)N/N=C/c2ccc(SC)cc2)cc1	x	-12.9
Cc1cc2ccccc2c(=O)n1CC(=O)Nc1ccc2c(c1)OCCO2	81.6	6.4
